Screening data deposited in PubChem BioAssay by several laboratories.
AddAB inh – less growth of phage-infected E. coli with AddAB | E. coli expressing H. pylori AddAB, absorbance growth | inhibition, % at 11.9 µM | 330,000 tested, 0.29% active; in the data active = inhibition above about 12%;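 also: 0% = vehicle wells of infected cells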
HTR5A inv ag – inverse agonist of human HTR5A in OPRM1-OPRD1 counter-screen; inhibition, % at 9.3 µM; HTR5A cell line, luminescence, inverse agonism; P47898; AID 504634; 340,000 tested, 0.083% active; in the data active = inhibition mostly above about 23%, no sharp cut-off; inactive = mostly below about 18%;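 also: 0% = cells with DMSO and 100% = no-cell wells with DMSO; some compounds called inactive have numbers as strong as hits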
Target sequence (P47898 whole entry, looked up): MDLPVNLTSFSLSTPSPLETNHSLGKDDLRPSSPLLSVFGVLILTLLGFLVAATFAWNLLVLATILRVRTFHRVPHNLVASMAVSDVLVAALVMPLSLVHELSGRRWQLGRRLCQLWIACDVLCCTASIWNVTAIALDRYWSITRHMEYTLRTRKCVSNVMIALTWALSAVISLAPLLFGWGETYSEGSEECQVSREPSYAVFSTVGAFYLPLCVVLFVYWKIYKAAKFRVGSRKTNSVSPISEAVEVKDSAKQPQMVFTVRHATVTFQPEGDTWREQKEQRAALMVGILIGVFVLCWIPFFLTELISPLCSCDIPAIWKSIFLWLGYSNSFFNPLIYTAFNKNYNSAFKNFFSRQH
PKA-R1A activ – activates the PKA-R1A holoenzyme complex; P00514+P68181; PKA-R1A dissociation, Cy5-IP20 fluorescence polarization; scaled: DMSO 0%, 113 µM cGMP 100%; activation, % at 11.4 µM; 340,000 tested, 0.083% active; AID 504707;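 active = percent activation above the mean of all tested compounds plus 3 SD, cut at about 19% in these data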;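 also: higher means more PKAc released from R1A so a rise in polarization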
SUMO Mot1 rescue – blocks SUMOylation pathway, rescuing yeast Mot1-301 growth. S. cerevisiae Mot1-301 growth rescue, ATP luminescence, 38.5C; percent above DMSO median, 100 means doubled. growth rescue, % at 18.8 µM. 320,000 tested, 1% active. AID 2716;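 active = every valid replicate shows activation above 250% relative to neutral control wells; inactive = the rest, any valid replicate at or below 250%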;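 also: OY570 slx delta 5 strain wells were the positive control but not used for scaling; some compounds called inactive have numbers as strong as hits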
phage Ecoli inh – E. coli growth loss with phage present. growth absorbance. inhibition, % at 11.9 µM. 360,000 tested, 0.26% active. AID 651602; in the data active = inhibition above about 11%
PfHsp90 set2 – reduces growth (ATP signal) of yeast expressing P. falciparum Hsp90; S. cerevisiae expressing PfHsp90, BacTiter-Glo ATP, 48 h; yeast lacking PDR1 and PDR3 efflux regulators; inhibition, % at 9.4 µM; 310,000 tested, 0.32% active;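 active = every replicate shows inhibition above about 80%, whatever the replicate mean, limit read from the data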;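 also: 0% = DMSO neutral controls and 100% = 20 µM radicicol positive controls; yeast relying on Plasmodium falciparum Hsp90 in place of its own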
MOR-DOR inv ag – mu-delta opioid heterodimer inverse agonism; P35372+P41143; cell-based MOR-DOR heterodimer luminescence; inhibition, % at 9.3 µM; 340,000 tested, 0.21% active; AID 504357; in the data active = inhibition above about 22%, passing the limit was not always enough;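 also: 0% = cells with DMSO and 100% = wells without cells with DMSO; values of inactives mirror those of a sister screen read the other way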
Target sequence (P35372 whole entry, looked up): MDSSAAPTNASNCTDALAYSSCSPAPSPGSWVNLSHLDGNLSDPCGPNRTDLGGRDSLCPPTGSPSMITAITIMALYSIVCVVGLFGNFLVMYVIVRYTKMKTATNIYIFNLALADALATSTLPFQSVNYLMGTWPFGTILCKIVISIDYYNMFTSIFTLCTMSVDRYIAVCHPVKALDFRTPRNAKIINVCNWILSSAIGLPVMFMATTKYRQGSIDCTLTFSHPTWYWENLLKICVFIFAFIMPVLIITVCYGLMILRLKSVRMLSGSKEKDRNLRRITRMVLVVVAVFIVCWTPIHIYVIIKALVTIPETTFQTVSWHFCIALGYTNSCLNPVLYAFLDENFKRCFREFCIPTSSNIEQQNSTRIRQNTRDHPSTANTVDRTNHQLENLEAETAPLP
Target sequence (P41143 whole entry, looked up): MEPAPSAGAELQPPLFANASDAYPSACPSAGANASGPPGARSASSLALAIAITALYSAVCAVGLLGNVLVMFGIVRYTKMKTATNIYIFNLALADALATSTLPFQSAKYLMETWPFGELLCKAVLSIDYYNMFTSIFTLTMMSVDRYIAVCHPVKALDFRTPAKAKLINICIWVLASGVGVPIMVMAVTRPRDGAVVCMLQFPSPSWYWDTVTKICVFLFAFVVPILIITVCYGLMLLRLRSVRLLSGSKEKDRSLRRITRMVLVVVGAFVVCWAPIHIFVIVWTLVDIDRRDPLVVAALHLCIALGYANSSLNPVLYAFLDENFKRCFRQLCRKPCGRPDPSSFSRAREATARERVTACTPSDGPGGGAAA
Ecoli viability – counter-screen for AddAB inhibitors: E. coli growth inhibition. E. coli V3065 growth, OD600 absorbance, 18 h. inhibition, % at 11.9 µM. 330,000 tested, 0.27% active;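 active = inhibition above the campaign's mean inhibition across all tested compounds plus 3 SD, cut at about 9.9% in these data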;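 also: uninfected addAB+ strain grown without phage in ampicillin broth; 0% = DMSO wells and 100% = ciprofloxacin 0.95 µg/ml wells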
OPRM1-OPRD1 ag – OPRM1-OPRD1 heterodimerization agonism; activation, % at 9.3 µM; cells, luminescence; AID 504326; 340,000 tested, 0.3% active; in the data active = activation above about 18%;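 also: 0% = vehicle-treated cells and 100% = reference agonist; values of inactives mirror those of a sister screen read the other way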
PKA-R2B act – PKA-R2B complex activation. PKA-R2B holoenzyme dissociation, Cy5-IP20 fluorescence polarization; R2B truncated from residue 108, S112A mutant; 0% DMSO only, 100% 113 µM cGMP. activation, % at 11.4 µM. 340,000 tested, 0.079% active. AID 504700;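 active = activation above a cutoff set at the mean over all compounds plus 3 SD, cut at about 18% in these data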;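 also: higher means more holoenzyme dissociation and a rise in polarization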
Tat transport – E. coli Tat transport inhibition; AID 488895; 340,000 tested, 0.036% active; inhibition, % at 10 µM; E. coli MC4100 TorA-mCherry Tat export, fluorescence;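 active = mean replicate inhibition at least 50% and at least half of replicates individually reaching 50%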;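 also: exported cargo escapes ClpAP degradation while cytoplasmic cargo is degraded and loses fluorescence; 0% = median of neutral control wells and 100% = median of NaSCN control wells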
* = called active by the depositor. An unsorted share of the library; about 2.2% have a hit in one of these screens.

How did CCOC(=O)c1sc2nc(C)nc(SC(C)C(=O)NC3CC3)c2c1C (stereo unspecified) do in these assays?
AddAB inh: 1.7; HTR5A inv ag: -18; PKA-R1A activ: -4; SUMO Mot1 rescue: 152; phage Ecoli inh: 6.0; PfHsp90 set2: 1; MOR-DOR inv ag: 13; Ecoli viability: 2.1; OPRM1-OPRD1 ag: -3.2; PKA-R2B act: 8; Tat transport: -5

How did O=C(O)c1ccc(COc2ccccc2[N+](=O)[O-])o1 do in these assays?
AddAB inh: 2.9; HTR5A inv ag: 3; PKA-R1A activ: 4; SUMO Mot1 rescue: -1; phage Ecoli inh: 3.2; PfHsp90 set2: 11; MOR-DOR inv ag: 7; Ecoli viability: -0.9; OPRM1-OPRD1 ag: -1.3; PKA-R2B act: -7; Tat transport: 0

How did C[C@H](NC(=O)c1ccc(Br)cc1)C(=O)NCc1ccc(S(N)(=O)=O)cc1 do in these assays?
AddAB inh: -2.4; HTR5A inv ag: 3; PKA-R1A activ: 0; SUMO Mot1 rescue: -5; phage Ecoli inh: 2.2; PfHsp90 set2: -10; MOR-DOR inv ag: 16; Ecoli viability: -0.2; OPRM1-OPRD1 ag: -3.4; PKA-R2B act: -12; Tat transport: -6

How did COc1ccc(CC(=O)Nc2ccc(-c3cn4ccccc4n3)cc2)cc1 do in these assays?
AddAB inh: 2.9; HTR5A inv ag: -4; PKA-R1A activ: -12; SUMO Mot1 rescue: -15; phage Ecoli inh: 1.1; PfHsp90 set2: -15; MOR-DOR inv ag: 5; Ecoli viability: -0.6; OPRM1-OPRD1 ag: -0.8; PKA-R2B act: -14; Tat transport: -6

What do the screens show for `O=c1c2cn[nH]c2[nH]c(=S)n1-c1ccccc1Cl`?
AddAB inh: 1.9; HTR5A inv ag: 0; PKA-R1A activ: -9; SUMO Mot1 rescue: 22; phage Ecoli inh: 4.7; PfHsp90 set2: 9; MOR-DOR inv ag: 15; Ecoli viability: 0.3; OPRM1-OPRD1 ag: -2.9; PKA-R2B act: 7; Tat transport: -8

What do the screens show for `CN(c1ccc(C(=O)NCc2ccncc2)cc1)S(=O)(=O)c1ccc(Cl)cc1`?
AddAB inh: 3.0; HTR5A inv ag: 11; PKA-R1A activ: 2; SUMO Mot1 rescue: 384; phage Ecoli inh: 1.5; PfHsp90 set2: -16; MOR-DOR inv ag: 5; Ecoli viability: 0.2; OPRM1-OPRD1 ag: -0.9; PKA-R2B act: 12; Tat transport: -6

What do the screens show for `CCC(=O)NNc1ncnc2c1cnn2-c1cccc(C)c1`?
AddAB inh: 0.2; HTR5A inv ag: 6; PKA-R1A activ: -6; SUMO Mot1 rescue: 6; phage Ecoli inh: -0.1; PfHsp90 set2: 24; MOR-DOR inv ag: 13; Ecoli viability: 0.2; OPRM1-OPRD1 ag: -2.7; PKA-R2B act: 0; Tat transport: -5

Results for O=C(O)CCCC(=O)N1N=C(c2c(-c3ccccc3)c3cc(Cl)ccc3[nH]c2=O)CC1c1cccs1 (stereo unspecified) ?
AddAB inh: 1.8; HTR5A inv ag: -1; PKA-R1A activ: -7; SUMO Mot1 rescue: 6; phage Ecoli inh: 4.4; PfHsp90 set2: 3; MOR-DOR inv ag: -13; Ecoli viability: 0.5; OPRM1-OPRD1 ag: 1.7; PKA-R2B act: -5; Tat transport: 8

Results for CCCCNC(=O)c1nn2c(C(F)(F)F)cc(-c3ccc(OC)cc3)nc2c1Br ?
AddAB inh: 1.2; HTR5A inv ag: -8; PKA-R1A activ: -3; SUMO Mot1 rescue: 2; phage Ecoli inh: 1.1; PfHsp90 set2: 2; MOR-DOR inv ag: 7; Ecoli viability: -0.6; OPRM1-OPRD1 ag: -1.6; PKA-R2B act: -6; Tat transport: 2

What do the screens show for `CN(C(=O)c1ccccn1)C1(C(=O)NC2CCCCC2)CCCCC1`?
AddAB inh: -2.2; HTR5A inv ag: -28; PKA-R1A activ: -2; SUMO Mot1 rescue: 160; phage Ecoli inh: 1.6; PfHsp90 set2: 12; MOR-DOR inv ag: 16; Ecoli viability: 0.2; OPRM1-OPRD1 ag: -2.5; PKA-R2B act: -4; Tat transport: -6

What do the screens show for `O=S(=O)(c1ccccc1Cl)N1CCCC1c1nc(-c2cccc(Cl)c2)no1` (stereo unspecified)?
AddAB inh: -1.8; HTR5A inv ag: -21; PKA-R1A activ: -7; SUMO Mot1 rescue: 23; phage Ecoli inh: 2.8; PfHsp90 set2: -3; MOR-DOR inv ag: 0; Ecoli viability: -0.9; OPRM1-OPRD1 ag: 0.0; PKA-R2B act: 6; Tat transport: -9

What do the screens show for `COc1cc(=O)[nH]c(SCC(=O)Nc2nc3c(s2)CCCC3)n1`?
AddAB inh: 0.3; HTR5A inv ag: -6; PKA-R1A activ: -2; SUMO Mot1 rescue: 27; phage Ecoli inh: 3.8; PfHsp90 set2: -9; MOR-DOR inv ag: -1; Ecoli viability: 1.3; OPRM1-OPRD1 ag: 0.1; PKA-R2B act: -5; Tat transport: -2

How did CCc1nnc(NC(=O)c2ccc(OC)cc2)s1 do in these assays?
AddAB inh: 4.0; HTR5A inv ag: 1; PKA-R1A activ: -10; SUMO Mot1 rescue: 8; phage Ecoli inh: 3.4; PfHsp90 set2: 1; MOR-DOR inv ag: 14; Ecoli viability: 1.3; OPRM1-OPRD1 ag: -2.9; PKA-R2B act: -3; Tat transport: 1

Results for O=[N+]([O-])c1ccc(Cl)c(S(=O)(=O)/N=C(/c2ccccc2)N2CCOCC2)c1 ?
AddAB inh: 1.4; HTR5A inv ag: -6; PKA-R1A activ: -11; SUMO Mot1 rescue: -2; phage Ecoli inh: 3.6; PfHsp90 set2: -5; MOR-DOR inv ag: 9; Ecoli viability: 3.5; OPRM1-OPRD1 ag: -1.5; PKA-R2B act: 4; Tat transport: -11

How did Cc1nc(SCC(C)C)[nH]c(=O)c1Cc1ccccc1 do in these assays?
AddAB inh: 1.2; HTR5A inv ag: -13; PKA-R1A activ: 0; SUMO Mot1 rescue: -16; phage Ecoli inh: 4.5; PfHsp90 set2: -46; MOR-DOR inv ag: -44; Ecoli viability: -0.7; OPRM1-OPRD1 ag: 9.1; PKA-R2B act: -4; Tat transport: 8

How did CC(C)C1Oc2ccccc2N(CC(=O)N(C)C2CCCCC2)C1=O (stereo unspecified) do in these assays?
AddAB inh: 3.4; HTR5A inv ag: 7; PKA-R1A activ: -1; SUMO Mot1 rescue: -17; phage Ecoli inh: -2.8; PfHsp90 set2: -20; MOR-DOR inv ag: 9; Ecoli viability: -3.1; OPRM1-OPRD1 ag: -1.6; PKA-R2B act: 7; Tat transport: 1

What do the screens show for `O=C(O)CCNS(=O)(=O)c1ccc2c(c1)OCCCO2`?
AddAB inh: 1.0; HTR5A inv ag: -7; PKA-R1A activ: -2; SUMO Mot1 rescue: -8; phage Ecoli inh: 2.8; PfHsp90 set2: 19; MOR-DOR inv ag: 5; Ecoli viability: -1.2; OPRM1-OPRD1 ag: -0.9; PKA-R2B act: 0; Tat transport: -7

What do the screens show for `CC(C)c1nc(SCc2ccccn2)c2c(=O)n(C)c(=O)n(C)c2n1`?
AddAB inh: -1.4; HTR5A inv ag: -13; PKA-R1A activ: -4; SUMO Mot1 rescue: 0; phage Ecoli inh: 0.9; PfHsp90 set2: -14; MOR-DOR inv ag: 9; Ecoli viability: 0.0; OPRM1-OPRD1 ag: -1.6; PKA-R2B act: -14; Tat transport: 9

What do the screens show for `CC(=O)Nc1ccc(Cl)cc1C1COC(=O)C1=N` (stereo unspecified)?
AddAB inh: -0.3; HTR5A inv ag: -2; PKA-R1A activ: -6; SUMO Mot1 rescue: 16; phage Ecoli inh: 5.1; PfHsp90 set2: 15; MOR-DOR inv ag: 18; Ecoli viability: -0.6; OPRM1-OPRD1 ag: -3.0; PKA-R2B act: -3; Tat transport: 3

How did O=C(CSc1nnc(NC(=O)c2c(F)cccc2F)s1)Nc1ccc(F)cc1 do in these assays?
AddAB inh: 1.6; HTR5A inv ag: -7; PKA-R1A activ: -8; SUMO Mot1 rescue: 15; phage Ecoli inh: 2.6; PfHsp90 set2: 16; MOR-DOR inv ag: 9; Ecoli viability: 1.9; OPRM1-OPRD1 ag: -1.7; PKA-R2B act: -7; Tat transport: -7

How did CCC(C(=O)OCC(=O)Nc1cccc(C(C)=O)c1)c1ccccc1 (stereo unspecified) do in these assays?
AddAB inh: 3.5; HTR5A inv ag: 4; PKA-R1A activ: -2; SUMO Mot1 rescue: -13; phage Ecoli inh: 5.4; PfHsp90 set2: -5; MOR-DOR inv ag: -8; Ecoli viability: -0.4; OPRM1-OPRD1 ag: 1.1; PKA-R2B act: -2; Tat transport: -4

What do the screens show for `O=C(Cc1cn2ccsc2n1)OCc1ccccc1`?
AddAB inh: 0.9; HTR5A inv ag: 13; PKA-R1A activ: -8; SUMO Mot1 rescue: 11; phage Ecoli inh: 3.6; PfHsp90 set2: 11; MOR-DOR inv ag: 18; Ecoli viability: 1.6; OPRM1-OPRD1 ag: -4.0; PKA-R2B act: -3; Tat transport: -3

What do the screens show for `CCn1cc(C(=O)N[C@H](C(=O)NCCCN2CCOCC2)C(C)C)c(=O)c2cc3c(cc21)OCO3`?
AddAB inh: 0.1; HTR5A inv ag: 0; PKA-R1A activ: -8; SUMO Mot1 rescue: 9; phage Ecoli inh: -1.7; PfHsp90 set2: 0; MOR-DOR inv ag: 19; Ecoli viability: -0.9; OPRM1-OPRD1 ag: -3.9; PKA-R2B act: 2; Tat transport: -1

Results for COC(=O)COc1ccc(S(=O)(=O)N2CCOCC2)cc1 ?
AddAB inh: 0.3; HTR5A inv ag: -18; PKA-R1A activ: -2; SUMO Mot1 rescue: 0; phage Ecoli inh: 2.4; PfHsp90 set2: -34; MOR-DOR inv ag: 2; Ecoli viability: -1.1; OPRM1-OPRD1 ag: -0.3; PKA-R2B act: -8; Tat transport: 5

Results for CCC1S/C(=N/N=C/c2cccs2)NC1=O (stereo unspecified) ?
AddAB inh: 0.7; HTR5A inv ag: -2; PKA-R1A activ: -1; SUMO Mot1 rescue: -4; phage Ecoli inh: -3.3; PfHsp90 set2: 8; MOR-DOR inv ag: 11; Ecoli viability: -2.3; OPRM1-OPRD1 ag: -2.6; PKA-R2B act: -10; Tat transport: 6

What do the screens show for `Cc1ccc(N/C=C/C(=O)c2ccccc2)cc1C`?
AddAB inh: 2.7; HTR5A inv ag: 11; PKA-R1A activ: -4; SUMO Mot1 rescue: -28; phage Ecoli inh: 2.7; PfHsp90 set2: -1; MOR-DOR inv ag: -7; Ecoli viability: -0.1; OPRM1-OPRD1 ag: 1.5; PKA-R2B act: -13; Tat transport: -2

Results for O=C(NCc1ccco1)C(=O)NCc1ccccc1Cl ?
AddAB inh: 1.5; HTR5A inv ag: 34; PKA-R1A activ: -6; SUMO Mot1 rescue: 20; phage Ecoli inh: 6.2; PfHsp90 set2: 9; MOR-DOR inv ag: 4; Ecoli viability: -1.0; OPRM1-OPRD1 ag: -0.8; PKA-R2B act: -5; Tat transport: 14

How did CC(C)(C)[C@H]1CCC(=O)N([C@H](CSc2ccc(Br)cc2)Cc2ccccc2)CC1 do in these assays?
AddAB inh: 1.4; HTR5A inv ag: -17; PKA-R1A activ: -2; SUMO Mot1 rescue: 12; phage Ecoli inh: 2.3; PfHsp90 set2: 10; MOR-DOR inv ag: 12; Ecoli viability: 0.5; OPRM1-OPRD1 ag: -2.0; PKA-R2B act: -11; Tat transport: -7
